Bioassay records from PubChem BioAssay.
ULK1 primary: human ULK1 kinase inhibition, primary screen. AlphaScreen Atg13 phosphorylation by ULK1, luminescence. inhibition, % at 5.96 µM. hit rate 1.9% among 30,000; in the data active means inhibition above about 43%;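 further: 0% = median of compound wells and 100% = no enzyme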
Target sequence (O75385 whole entry, looked up): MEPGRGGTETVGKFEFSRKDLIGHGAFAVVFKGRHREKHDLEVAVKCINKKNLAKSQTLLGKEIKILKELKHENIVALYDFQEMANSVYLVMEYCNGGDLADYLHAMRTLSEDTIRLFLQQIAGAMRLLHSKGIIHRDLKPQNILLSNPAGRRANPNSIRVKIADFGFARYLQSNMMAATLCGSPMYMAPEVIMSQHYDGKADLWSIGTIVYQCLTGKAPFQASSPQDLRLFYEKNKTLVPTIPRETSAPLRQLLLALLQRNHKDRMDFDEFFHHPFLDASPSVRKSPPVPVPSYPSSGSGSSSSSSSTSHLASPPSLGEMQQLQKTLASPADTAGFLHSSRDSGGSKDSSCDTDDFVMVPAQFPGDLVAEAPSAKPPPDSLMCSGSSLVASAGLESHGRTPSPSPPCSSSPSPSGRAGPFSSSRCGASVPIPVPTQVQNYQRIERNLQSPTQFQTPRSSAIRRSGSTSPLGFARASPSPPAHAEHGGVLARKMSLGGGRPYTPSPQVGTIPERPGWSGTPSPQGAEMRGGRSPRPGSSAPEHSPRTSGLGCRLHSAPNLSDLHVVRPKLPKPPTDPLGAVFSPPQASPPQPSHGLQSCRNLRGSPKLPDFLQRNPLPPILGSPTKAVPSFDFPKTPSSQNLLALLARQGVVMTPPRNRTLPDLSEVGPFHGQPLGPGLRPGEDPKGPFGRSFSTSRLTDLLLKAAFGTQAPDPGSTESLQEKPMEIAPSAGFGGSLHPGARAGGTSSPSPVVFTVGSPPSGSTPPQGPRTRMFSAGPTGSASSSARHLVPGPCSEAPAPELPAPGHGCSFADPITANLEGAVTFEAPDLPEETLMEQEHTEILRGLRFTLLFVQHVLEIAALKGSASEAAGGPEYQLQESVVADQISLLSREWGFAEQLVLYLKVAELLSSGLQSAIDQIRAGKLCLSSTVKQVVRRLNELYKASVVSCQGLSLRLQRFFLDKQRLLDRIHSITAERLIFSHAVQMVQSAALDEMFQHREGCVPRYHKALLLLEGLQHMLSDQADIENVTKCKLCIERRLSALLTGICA
ASK1 primary: human ASK1 kinase inhibition, primary screen; AlphaScreen MKK6 phosphorylation by ASK1, luminescence; inhibition, % at 7.44 µM; AID 1159602; hit rate 0.99% among 22,000; Q99683; in the data active means inhibition above about 35%;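 further: 0% = median of compound wells and 100% = no enzyme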
An asterisk follows results filed as active.

What do the screens show for `FC(F)(F)c1cccc(CNc2nc(N3CCN(Cc4ccc5c(c4)OCO5)CC3)nc3nc[nH]c23)c1`?
ULK1 primary: -28; ASK1 primary: 4

How did O=C(NCCO)c1cc(NCc2ccc3c(c2)OCO3)nc2ccccc12 do in these assays?
ULK1 primary: -3; ASK1 primary: 0

What do the screens show for `COc1cc(N2CCOCC2)ccc1Nc1cc(N2Cc3ccccc3C2=O)c(C(F)(F)F)cn1`?
ULK1 primary: 16; ASK1 primary: 4

What do the screens show for `COc1cccc(CN(CCN(C)C)C(=O)c2cn3cc(-c4ccncc4)ccc3n2)c1`?
ULK1 primary: -3; ASK1 primary: 11

What do the screens show for `COc1ccc(Nc2ncc(-c3cccs3)cn2)cc1`?
ULK1 primary: -6

What do the screens show for `c1ccc(Nc2nc(Nc3ccncc3)nc3c2ncn3C2CCCCC2)cc1`?
ULK1 primary: -24; ASK1 primary: 1

What do the screens show for `CNC(=O)c1cc(F)ccc1Nc1cc(Nc2ccc(N3CCOCC3)cc2OC)ncc1C(F)(F)F`?
ULK1 primary: 84*; ASK1 primary: 17

What do the screens show for `CC(=O)c1cccc(-c2cc(C(=O)NCCCN3CCCC3=O)ccn2)c1`?
ULK1 primary: 8; ASK1 primary: 1

Results for C[C@@H]1CC[C@H]2[C@@H](C)C(O)O[C@@H]3OC4(C)CC[C@@H]1[C@]32OO4 (some centres not stated) ?
ULK1 primary: -2

How did O=C1CCCN1CCCNc1nc(N2CCC(N3CCOCC3)CC2)nc2c1ncn2-c1ccsc1 do in these assays?
ULK1 primary: 5; ASK1 primary: -8

How did Cc1cc(NC2CC2)nc(Nc2cnccn2)n1 do in these assays?
ULK1 primary: 1; ASK1 primary: 8

What do the screens show for `O=C(NC1CC1)c1cccc(N2CCC(N3CCOCC3)CC2)n1`?
ULK1 primary: 5; ASK1 primary: -2

What do the screens show for `COc1cc2nc(NCCCN3CCCC3=O)nc(NCCN3CCOCC3)c2cc1OC`?
ULK1 primary: 4; ASK1 primary: 3

What do the screens show for `COc1cccc(CNC(=O)c2c(C)nc3ccc(-c4cn[nH]c4)cn23)c1`?
ULK1 primary: -12; ASK1 primary: -10

How did COc1cc(Nc2cc(NCc3ccc4c(c3)OCO4)ncn2)cc(OC)c1OC do in these assays?
ULK1 primary: 6; ASK1 primary: -6

What do the screens show for `Cc1cnc(Nc2ccccc2)nc1NCCO`?
ULK1 primary: 12; ASK1 primary: -13

What do the screens show for `CC(C)n1cnc2c(NCCN3CCOCC3)nc(NCc3cccnc3)nc21`?
ULK1 primary: 14; ASK1 primary: -4

Results for CCOc1ccnc2c1c(=O)n(CC(=O)N1CCCCC1)c(=O)n2C ?
ULK1 primary: 7

What do the screens show for `CC(C)N(CCNC(=O)c1cccc(N2CCN(Cc3ccc4c(c3)OCO4)CC2)n1)C(C)C`?
ULK1 primary: 5; ASK1 primary: -11

Results for CC(C)CCOc1ccc(C(=O)CCNCC(=O)O)cc1 ?
ULK1 primary: 8

Results for O=C(NCCc1ccc(O)cc1)c1cncc(Nc2ccccn2)c1 ?
ULK1 primary: -11; ASK1 primary: 14

What do the screens show for `FC(F)(F)c1cccc(CNc2nc(Nc3ccccc3)nc3c2ncn3-c2ccccc2)c1`?
ULK1 primary: -3; ASK1 primary: 13

What do the screens show for `Nc1nc(Nc2ccc(Oc3ccccc3)cc2)cc(-c2ccc3[nH]ccc3c2)n1`?
ULK1 primary: -1; ASK1 primary: 2

Results for CC(C(=O)O)c1cccc(C(=O)c2ccccc2)c1 (configuration not stated) ?
ULK1 primary: -4

What do the screens show for `Nc1cccc(-c2cncc(C(=O)NC3CC3)c2)c1`?
ULK1 primary: -6; ASK1 primary: 11

How did CCN(CC)c1nc(NCc2nc3ccccc3[nH]2)nc(N2CCOCC2)n1 do in these assays?
ULK1 primary: 7; ASK1 primary: -9

What do the screens show for `COc1cccc(/C=N\Nc2cc(C)c3ccccc3n2)c1OC`?
ULK1 primary: 0

What do the screens show for `FC(F)(F)c1cccc(CNc2nc(-c3ccc(N4CCOCC4)nc3)nc3c2ncn3-c2ccccc2)c1`?
ULK1 primary: 5; ASK1 primary: 32

How did CCNc1nc2ccc(C(=O)Nc3cc(OC)c(OC)c(OC)c3)cc2s1 do in these assays?
ULK1 primary: -7; ASK1 primary: 6

How did CC(C)=CCc1c(N2CCCCCC2)[nH]c(=O)n(C)c1=O do in these assays?
ULK1 primary: -2

Results for COc1ccc(-c2nc(NCc3ccccc3)c3[nH]cnc3n2)cc1 ?
ULK1 primary: 0; ASK1 primary: -3

What do the screens show for `O=C(NCCO)c1cnc(NC2CCC(O)CC2)s1` (configuration not stated)?
ULK1 primary: -1; ASK1 primary: 11

Results for c1ccc(-n2cnc3c(Nc4ccc(N5CCOCC5)cc4)nc(Nc4ccc5ncccc5c4)nc32)cc1 ?
ULK1 primary: 4; ASK1 primary: -2

How did C=C(C)Cn1c(SC/C=C/C)nc2c1c(=O)n(C)c(=O)n2C do in these assays?
ULK1 primary: 4

What do the screens show for `Cc1ncc(-c2ccncn2)c(-c2ccc(C(F)(F)F)nc2)n1`?
ULK1 primary: -4

How did Clc1cccc2cnc(Nc3ccc(-n4cnc(N5CCOCC5)n4)cc3)nc12 do in these assays?
ULK1 primary: 36; ASK1 primary: -28

What do the screens show for `C=CC[N@@+]12CC[C@]34c5ccccc5N5/C=C6\C7N(/C=C(\C53)[C@@H](C[C@@H]41)/C(=C/CO)C2)c1ccccc1[C@@]71CC[N@@+]2(CC=C)C/C(=C\CO)[C@@H]6C[C@@H]12` (some centres not stated)?
ULK1 primary: -2

Results for Fc1cnc(Nc2ccc(Cn3cccn3)cc2)nc1-c1cc(N2CCOCC2)cc(C(F)(F)F)c1 ?
ULK1 primary: -2; ASK1 primary: 13

What do the screens show for `CN1CCN(CCNC(=O)c2ccnc(-n3ncc4cc(Nc5ccc(C#N)cc5)ccc43)c2)CC1`?
ULK1 primary: -6; ASK1 primary: -9

How did COc1cccc(NCC(=O)Nc2ccc(-c3ccncc3)cc2OCCN(C)C)c1 do in these assays?
ULK1 primary: 2; ASK1 primary: -24

Results for Cn1cc(-c2ccc3cnc(Nc4ccc(N5CCOCC5)cc4)nc3c2)cn1 ?
ULK1 primary: 84*; ASK1 primary: 19

How did CC(C)NCC(O)COc1cccc2[nH]ccc12 (configuration not stated) do in these assays?
ULK1 primary: 3

What do the screens show for `Cc1ccc(Cn2cc(-c3cccs3)ccc2=O)cc1`?
ULK1 primary: 13

Results for CCCNc1cc(C)nc(Nc2ccnn2C)n1 ?
ULK1 primary: -12; ASK1 primary: -2

How did CNS(=O)(=O)Cc1ccc(Nc2nccc(-c3ccccc3)n2)cc1 do in these assays?
ULK1 primary: 1; ASK1 primary: -10

Reprinted from the listing, 7 compounds:
What do the screens show for `CN1CCN(CCNC(=O)c2ccnc(-n3ncc4cc(Nc5ccc(C#N)cc5)ccc43)c2)CC1`?
ULK1 primary: -6; ASK1 primary: -9

How did COc1cccc(NCC(=O)Nc2ccc(-c3ccncc3)cc2OCCN(C)C)c1 do in these assays?
ULK1 primary: 2; ASK1 primary: -24

Results for Cn1cc(-c2ccc3cnc(Nc4ccc(N5CCOCC5)cc4)nc3c2)cn1 ?
ULK1 primary: 84*; ASK1 primary: 19

How did CC(C)NCC(O)COc1cccc2[nH]ccc12 (configuration not stated) do in these assays?
ULK1 primary: 3

What do the screens show for `Cc1ccc(Cn2cc(-c3cccs3)ccc2=O)cc1`?
ULK1 primary: 13

Results for CCCNc1cc(C)nc(Nc2ccnn2C)n1 ?
ULK1 primary: -12; ASK1 primary: -2

How did CNS(=O)(=O)Cc1ccc(Nc2nccc(-c3ccccc3)n2)cc1 do in these assays?
ULK1 primary: 1; ASK1 primary: -10

Later entries.
What do the screens show for `COc1ccc(CNc2ccnc(-c3ccccc3)n2)cc1`?
ULK1 primary: -6; ASK1 primary: -38

How did CC(=O)Nc1ccc(NC(=O)c2cnc(N3CCCC3CO)s2)cc1 (configuration not stated) do in these assays?
ULK1 primary: 5; ASK1 primary: -9

How did COc1ccc(-c2nc(NCCN3CCOCC3)c3ncn(Cc4ccc(C(F)(F)F)cc4)c3n2)cc1 do in these assays?
ULK1 primary: -53; ASK1 primary: 4

What do the screens show for `NC(c1ccc(Cl)cc1)c1nc2ncc(-c3ccncc3)cc2[nH]1` (configuration not stated)?
ULK1 primary: 6; ASK1 primary: 4

What do the screens show for `COc1ccc(-c2nc3ccc(C(=O)NCc4ccccc4)cc3s2)cn1`?
ULK1 primary: 2; ASK1 primary: 3

How did N#C/C(=C\c1ccco1)C(=O)Nn1cnnc1 do in these assays?
ULK1 primary: -1

Results for O=C(NCc1ccccc1)c1cccc(N2CCOCC2)n1 ?
ULK1 primary: -2; ASK1 primary: 3

How did Cc1cncc(NCc2cccc(-n3cc(NC(=O)Nc4ccccc4Cl)cn3)c2)c1 do in these assays?
ULK1 primary: -25; ASK1 primary: 19

Results for CC(C)=CCNc1ncnc2c1ncn2[C@@H]1O[C@H](CO)[C@@H](O)[C@H]1O ?
ULK1 primary: 8

How did O=C1CCCN1CCn1cnc2c(NC3CCN(Cc4ccccc4)CC3)nc(N3CCN(Cc4ccc5c(c4)OCO5)CC3)nc21 do in these assays?
ULK1 primary: -25; ASK1 primary: 5

What do the screens show for `Nc1cccc(-c2cc(NCc3ccccc3)nc(N)n2)c1`?
ULK1 primary: -12; ASK1 primary: -10

What do the screens show for `CC(C)n1cnc2c(NCCc3ccc(O)cc3)nc(Nc3ccc(N4CCOCC4)cc3)nc21`?
ULK1 primary: -2; ASK1 primary: 23

What do the screens show for `c1ccc(Oc2ccc(Nc3nc(-c4ccccc4)nc4c3ncn4-c3ccsc3)cc2)cc1`?
ULK1 primary: 8; ASK1 primary: -12

What do the screens show for `O=C(C(O)c1ccc(Br)cc1)N1CCC(Oc2ccc3[nH]ncc3c2)CC1` (configuration not stated)?
ULK1 primary: -9; ASK1 primary: -7

Results for O=C1CCCN1CCn1cnc2c(NC3CCN(Cc4ccccc4)CC3)nc(Nc3ccc4ncccc4c3)nc21 ?
ULK1 primary: 0; ASK1 primary: 5

The final two records of the part before come first, to join the parts.
What do the screens show for `O=C(C(O)c1ccc(Br)cc1)N1CCC(Oc2ccc3[nH]ncc3c2)CC1` (configuration not stated)?
ULK1 primary: -9; ASK1 primary: -7

Results for O=C1CCCN1CCn1cnc2c(NC3CCN(Cc4ccccc4)CC3)nc(Nc3ccc4ncccc4c3)nc21 ?
ULK1 primary: 0; ASK1 primary: 5

Results for O=C(NCCCN1CCCC1=O)c1csc(Nc2ccccn2)n1 ?
ULK1 primary: 18; ASK1 primary: 7

How did OCCNc1ccnc(N2CCCC2CO)n1 (configuration not stated) do in these assays?
ULK1 primary: 5; ASK1 primary: -3

What do the screens show for `COc1cc(Nc2nc3ccc(C(=O)NCc4cccc(C(F)(F)F)c4)cc3s2)cc(OC)c1OC`?
ULK1 primary: -10; ASK1 primary: 7

Results for O=C(NCc1nc2ccccc2[nH]1)c1cnc(-c2ccc(N3CCOCC3)nc2)s1 ?
ULK1 primary: 3; ASK1 primary: -6

Results for Nc1ncnc2c1ncn2CCOCP(=O)(O)O ?
ULK1 primary: 1

What do the screens show for `NC(=O)c1csc(Nc2ccc(-n3ccnc3)cc2)n1`?
ULK1 primary: 11; ASK1 primary: -3

Results for Nc1nc(/C(=C/CC(=O)O)C(=O)N[C@@H]2C(=O)N3C(C(=O)O)=CCS[C@H]23)cs1 ?
ULK1 primary: -6

What do the screens show for `CN1CCN(c2ncn(-c3ccc(Nc4ncc(F)c(-c5cc(F)cc(N6CCOCC6)c5)n4)cc3)n2)CC1`?
ULK1 primary: 7; ASK1 primary: 8

What do the screens show for `COc1cc2nc(Nc3ccc(C(F)(F)F)cc3)nc(NCc3ccccc3)c2cc1OC`?
ULK1 primary: -18; ASK1 primary: -14

What do the screens show for `COc1cc(Nc2nc(N3CCCC3CO)nc3c2ncn3CCN2CCCC2=O)cc(OC)c1OC` (configuration not stated)?
ULK1 primary: -6; ASK1 primary: 7

What do the screens show for `COc1cccc(CN(C)C(=O)Nc2ccc(-c3cn[nH]c3)cc2OCCN2CCOCC2)c1`?
ULK1 primary: 1; ASK1 primary: -21

What do the screens show for `c1ccc(-n2cnc3c(Nc4ccc5c(c4)OCO5)nc(Nc4ccc(-n5ccnc5)cc4)nc32)cc1`?
ULK1 primary: 19; ASK1 primary: 6

How did CN(CCOc1ccc(CC2SC(=O)NC2=O)cc1)c1ccccn1 (configuration not stated) do in these assays?
ULK1 primary: -5

Results for CCCNC(=O)c1csc(-c2cccc(N)c2)n1 ?
ULK1 primary: 8; ASK1 primary: -4

How did c1ccc(-n2cnc3c(Nc4ccc5c(c4)OCO5)nc(N4CCC(N5CCOCC5)CC4)nc32)cc1 do in these assays?
ULK1 primary: 12; ASK1 primary: 13

What do the screens show for `CC(=C/C(=O)O)/C=C/c1cc2ccccc2[nH]1`?
ULK1 primary: 9

What do the screens show for `CC(C)CC(=O)Nc1ccccc1-c1cnn(C)c1`?
ULK1 primary: 2

What do the screens show for `CN1CCN(CCNC(=O)c2ccnc(-n3ncc4cc(Nc5cccc(Cl)c5)ccc43)c2)CC1`?
ULK1 primary: -33; ASK1 primary: -2

Results for CCOC(=O)[C@H](CCc1ccccc1)N[C@@H](C)C(=O)N1[C@H](C(=O)O)C[C@H]2CCCC[C@@H]21 ?
ULK1 primary: -1

What do the screens show for `Nc1nc(NCCO)cc(N2CCC(N3CCOCC3)CC2)n1`?
ULK1 primary: 4; ASK1 primary: -8

Results for Cc1ccc(C(=O)N2CCC(Nc3cccc4cncc(C)c34)C2)cc1F (configuration not stated) ?
ULK1 primary: -5; ASK1 primary: -12

What do the screens show for `O=C(NC1CCN(Cc2ccccc2)CC1)c1cccc(Nc2ncccn2)n1`?
ULK1 primary: 6; ASK1 primary: 4

How did O=C(NC1CC1)c1cc(NCCCN2CCCC2=O)nc2ccccc12 do in these assays?
ULK1 primary: -2; ASK1 primary: -6

What do the screens show for `O=C(Nc1nc2ccc([N+](=O)[O-])cc2s1)C(F)F`?
ULK1 primary: -1

Results for COc1ccc(CCNc2nc(Nc3ncccn3)nc3c2ncn3-c2ccsc2)cc1 ?
ULK1 primary: -7; ASK1 primary: -18
